Bioassay records deposited in PubChem BioAssay by several laboratories.
PolyA inhibitor: blocks polyadenylation in yeast reporter cells. S. cerevisiae SKY197-pL101 polyadenylation reporter, beta-gal luminescence; efflux-impaired pdr1/pdr3 knockout yeast; score 100 = 6 SD above DMSO. calls only at 12 µM. hit rate 0.02% among 300,000. AID 1875;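 active means lowest replicate activity score at least 50, where 100 means six control SD above control mean; inconclusive means lowest score under 50 but half or more replicates reach 50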;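 further: yeast exposed to compound for 9 h at 30 °C; higher score means more reporter readthrough which indicates perturbed polyadenylation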
HSF1 activator: increases HSF-1 driven luciferase reporter signal. NIH3T3-HGL HSF-1 luciferase reporter, MG132, 8 h; 100% = twice DMSO control signal. activation, % at 9 µM. hit rate 1.7% among 300,000;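 active means mean replicate activation of at least 50% with a set share of replicates each reaching 50%; inconclusive means only one of those two conditions met; inactive means mean below 50% and too few replicates reaching it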;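 further: 0% = median of the neutral control wells and 100% = twice that signal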
HDAC3 inhib: blocks human histone deacetylase 3 | AID 2718 | recombinant HDAC3, fluorogenic peptide/trypsin coupled, fluorescence | inhibition, % at 8.3 µM | hit rate 0.15% among 320,000 | O15379; in the data active means inhibition above about 26%, passing the limit was not always enough; inconclusive means no clear call, values can overlap the other calls
HSF1 inh: HSF1 inhibition | NIH3T3-HGL HSE-luciferase, MG132-induced, luminescence 8 h; active compounds read low | activity change, negative = inhibition, % at 7.5 µM (by protocol) | AID 2098 | hit rate 0.77% among 300,000;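 active means more than half of replicate wells show activity change below -50%, luminescence cut by over half; inconclusive means some wells, but at most half, below -50%; inactive means no replicate well below -50%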;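 further: luciferase reports HSF-1 transcriptional activity via heat shock element; 0% = median of DMSO wells and -100% = zero luminescence signal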
GSK3beta inhib: human GSK3beta kinase inhibition. GST-GSK3beta kinase, ADP-Glo luminescence, 60 min; active compounds read low. activity score (negative = inhibition), % at 10 µM. hit rate 0.038% among 300,000;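 active means more than half of replicate wells score below -50%, meaning over 50% inhibition versus plate controls; inconclusive means some replicates but at most half score below -50%; inactive means no replicate scores below -50%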;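 further: 0% = median DMSO wells and -100% = median GW8510 positive control wells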
Target sequence (P49841 whole entry, looked up): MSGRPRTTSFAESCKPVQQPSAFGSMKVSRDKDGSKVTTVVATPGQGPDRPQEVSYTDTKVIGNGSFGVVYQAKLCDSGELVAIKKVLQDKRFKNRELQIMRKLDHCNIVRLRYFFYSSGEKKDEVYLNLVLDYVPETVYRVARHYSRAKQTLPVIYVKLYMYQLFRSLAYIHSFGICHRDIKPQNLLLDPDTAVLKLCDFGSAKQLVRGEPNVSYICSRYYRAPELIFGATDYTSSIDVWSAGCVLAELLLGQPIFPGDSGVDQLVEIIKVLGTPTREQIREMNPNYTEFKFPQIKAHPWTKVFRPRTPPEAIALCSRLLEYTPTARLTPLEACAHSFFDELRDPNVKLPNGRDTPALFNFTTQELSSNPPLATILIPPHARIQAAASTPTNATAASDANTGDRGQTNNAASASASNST
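test system = GST-tagged human GSK3beta kinase, cell-free | reagent = 25 µM ATP with peptide substrate | dosing = one dose of 10 µM per compound | schedule = 60 min reaction, RT | detection = luminescent ADP-Glo measurement of ADP formed | control set = DMSO neutral wells and GW8510 at 20 µM as positive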
HSP90 refold inh: blocks HSP90-mediated luciferase refolding in reticulocyte lysate; hit rate 0.91% among 290,000; inhibition, % at 5.6 µM; Rabbit reticulocyte lysate, luciferase refolding luminescence, 3 h;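 active means inhibition above the screen-wide mean plus 3 SD, computed separately per campaign, cut at about 16% in these data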;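 further: 0% = DMSO wells and 100% = 60 µM geldanamycin wells; inhibitors lower the luminescence because luciferase stays unfolded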
Dyrk1A ADPGlo: blocks rat Dyrk1A kinase activity; ADP-Glo luminescence, NFATc1 peptide; Q63470; inhibition, % at 12.5 µM; hit rate 0.43% among 310,000; in the data active means inhibition above about 50%;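 further: plate controls were vehicle with enzyme for no effect and no enzyme for full effect; many of its hits are not listed in these tables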
AI-2 QS mod: Vibrio harveyi AI-2 quorum sensing modulation; activity change, % at 7.5 µM; Vibrio harveyi JMH597 AI-2 luminescence/OD600 ratio, 9 h; active compounds read low; strain lacks LuxN and CqsS sensors; 0 = neutral-control median; AID 2094; hit rate 0.4% among 300,000; in the data active means activity change below about -75%, passing the limit was not always enough; inconclusive means no clear call, values can overlap the other calls;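 further: luminescence divided by OD600 gain over 9 h not by final OD600 alone; inactives centre near 13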
Platelet DG rel: modulates dense granule release in human platelets; human platelet-rich plasma, SFLLRN dense granule ATP release, luminescence; inhibition, %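 (compounds screened at 7.5 µM in platelet-rich plasma)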; hit rate 0.22% among 300,000; AID 1663;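 active means mean replicate score, as percent of positive control, at or above 50; inconclusive means mean below 50 but at least one replicate at or above 50; inactive means mean and every replicate below 50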
GSK3 alpha inh: inhibitors of human GSK-3 alpha kinase | ADP-Glo luminescence, 60 min | inhibition, % at 10 µM | hit rate 0.1% among 320,000 | AID 2650;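 in the data active means inhibition above about 50%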;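 further: GST-tagged GSK-3 alpha with peptide substrate and 25 µM ATP; 0% = DMSO neutral wells and 100% = GW8510 positive control wells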
Target sequence (P49840 whole entry, looked up): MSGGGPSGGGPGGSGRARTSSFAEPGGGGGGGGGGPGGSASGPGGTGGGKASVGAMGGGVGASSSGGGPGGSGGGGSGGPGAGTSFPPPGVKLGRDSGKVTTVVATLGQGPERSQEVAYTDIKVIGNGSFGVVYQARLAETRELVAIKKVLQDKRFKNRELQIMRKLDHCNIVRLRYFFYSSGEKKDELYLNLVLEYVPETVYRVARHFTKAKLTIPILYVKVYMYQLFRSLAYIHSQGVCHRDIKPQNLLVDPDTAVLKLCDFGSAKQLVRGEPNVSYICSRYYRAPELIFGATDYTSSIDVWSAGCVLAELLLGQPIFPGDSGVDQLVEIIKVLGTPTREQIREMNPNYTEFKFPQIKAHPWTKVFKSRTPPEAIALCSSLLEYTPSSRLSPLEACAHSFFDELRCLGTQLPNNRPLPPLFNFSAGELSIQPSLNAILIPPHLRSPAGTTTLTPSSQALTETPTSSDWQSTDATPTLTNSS
* marks the source's active call; other numbers are inactive results; i = inactive; ? = inconclusive; / = no result given. Not all compounds are listed; rates above refer to the full screens.

Molecule | GSK3 alpha inh | PolyA inhibitor | GSK3beta inhib | Dyrk1A ADPGlo | HSF1 activator | HSF1 inh | HDAC3 inhib | Platelet DG rel | HSP90 refold inh | AI-2 QS mod
O=C(Cc1ccc(Cl)cc1)NCc1nc(-c2ccccc2)no1 | 1 | i | 0 | -3 | 19 | 1 | 5 | -7 | -4 | 6
OCCC1CN(Cc2cnc(-c3ccccc3)s2)CCN1C1CCCCC1 (stereo not drawn) | -2 | i | 4 | 7 | -22 | -4 | -6 | 4 | -3 | 10
CCC(Oc1ccccc1)C(=O)NCc1ccc(S(N)(=O)=O)cc1 (stereo not drawn) | 1 | i | 4 | -3 | -12 | -15 | -4 | -6 | -2 | 29
Cc1cc(C)nc(SCC(=O)c2ccc(C)c(C)c2)n1 | -4 | i | 4 | 0 | 15 | -2 | 8 | -1 | 1 | 23
CCCn1cnc2cc(NCc3ccc(Br)cc3)ccc21 | -1 | i | 2 | -1 | 38 | 24 | -1 | 0 | -2 | -36
Cc1c(CC(=O)O)c(=O)oc2cc(OCc3ccc(Cl)cc3)ccc12 | -1 | i | 2 | -8 | 16 | 3 | -52 | 1 | 3 | 59
COc1ccc2nc(NC(=O)CCNC(=O)c3ccccc3Cl)sc2c1 | 30 | i | -25 | -2 | 37 | 23 | -4 | -3 | -1 | 7
CN(C)S(=O)(=O)c1ccc(N2CCCC2)c(C(=O)Nc2nc(-c3ccc(F)cc3)cs2)c1 | -1 | i | 4 | -4 | -22 | -17 | -4 | -10 | 1 | 27
O=C(CN(C(=O)c1csnn1)c1cccc2ccccc12)NCc1ccc(F)cc1 | -2 | i | 2 | -4 | 3 | -2 | 4 | -3 | -2 | 15
COc1ccc(C(=O)CSc2nccn2C)cc1 | -2 | i | 3 | 1 | 11 | 8 | -1 | 5 | 12 | 5
O=C(COC(=O)c1c2c(nc3ccccc13)CCN(Cc1ccccc1)C2)Nc1c(F)cccc1F | 6 | i | 0 | -5 | -47 | -46 | -18 | -5 | -3 | 3
CC1CN(c2nnc(NC(=O)c3ccccc3)s2)CC(C)O1 (stereo not drawn) | 1 | i | 0 | 3 | -6 | 3 | 4 | 2 | -4 | 0
O=C1CN(C(=O)COc2ccc(Cl)cc2Cl)c2ccccc2N1 | 2 | i | 2 | -4 | 42 | 28 | 9 | -9 | 1 | 4
COc1ccccc1N1CCN(CC(O)COc2ccc(S(=O)(=O)N3CCOCC3)cc2)CC1 (stereo not drawn) | -1 | i | 0 | -2 | 12 | 3 | -2 | -5 | -1 | 20
CC(C)Oc1ccc(CNC(=O)CCC(=O)N2CC(C)Sc3ccccc32)cc1 (stereo not drawn) | -4 | i | 1 | 18 | -5 | -5 | 1 | -2 | -1 | -12
COC(=O)Cc1ccc(NC(=O)c2cccs2)cc1 | 2 | i | 0 | -1 | 18 | 25 | 2 | 1 | -2 | 20
CCN(CC)c1nc2ccccc2nc1C(C#N)C(=O)NCCc1ccccc1 (stereo not drawn) | 3 | i | 4 | 1 | 0 | 2 | 1 | -1 | 9 | 3
O=C(COc1ccc(F)cc1)c1c(O)cc(O)cc1O | 2 | i | -1 | 8 | 2 | 0 | 0 | 1 | -5 | -37
Cc1cc(=O)oc2cc(OC(=O)c3ccccc3)ccc12 | -1 | i | -4 | 4 | -1 | -3 | -3 | 0 | -1 | -20
O=C(CCl)Nc1ccccc1Sc1ccc(Cl)cc1 | -1 | i | -1 | -6 | -45 | -45 | -3 | -2 | 5 | -20
CC(C)(C)N1C(=O)[C@H]2[C@@H](c3ccc(Br)cc3)N3C(=O)N(c4cccc(Cl)c4)C(=O)[C@@]3(C)[C@H]2C1=O | -4 | / | 11 | 24 | -6 | 3 | 16 | -8 | / | 11
CCOCCCNC(=O)CCc1nnc2n(CCC(C)C)c(=O)c3ccccc3n12 | -6 | i | -1 | -7 | 14 | 4 | -1 | 4 | 4 | 15
O=[N+]([O-])c1cccc(-c2ccc(C(=S)N3CCOCC3)o2)c1 | 5 | i | 2 | 43 | 79* | 49 | 1 | -5 | 1 | 3
CCCCn1c(N)c(N(CCC(C)C)C(=O)C2CCCO2)c(=O)[nH]c1=O (stereo not drawn) | -1 | i | 4 | 14 | -5 | -1 | -1 | 2 | / | 17
COC(=O)C1CSC2c3ccccc3C(=O)N12 (stereo not drawn) | -3 | i | 10 | / | 2 | 1 | -5 | 5 | / | 5
CCOC(=O)c1c(-c2ccc(C)cc2)csc1NC(=O)C1CCCO1 (stereo not drawn) | / | i | 2 | / | 42 | 10 | / | 0 | 1 | 6
CC(C)OCCCNC(=O)CCN1C(=O)COc2ccccc21 | -3 | i | -1 | -2 | -1 | 0 | -2 | -5 | -1 | 7
CC(C)[C@H](NC(=O)NC1CCCc2ccccc21)C(=O)O (stereo partly drawn) | -6 | i | 1 | 3 | 4 | 2 | -3 | -6 | -5 | 32
O=C(CCSc1ccc(Cl)c(Cl)c1)NC12CC3CC(CC(C3)C1)C2 | -2 | i | -24 | -9 | 28 | 10 | -2 | -1 | 2 | 40
NC(=O)COc1ccc(/C=N/NS(=O)(=O)c2ccccc2)cc1 | -3 | i | 1 | 5 | 13 | -8 | -2 | -5 | 0 | 10

The closing 5 entries of the section above lead into the next.
Molecule | GSK3 alpha inh | PolyA inhibitor | GSK3beta inhib | Dyrk1A ADPGlo | HSF1 activator | HSF1 inh | HDAC3 inhib | Platelet DG rel | HSP90 refold inh | AI-2 QS mod
CCOC(=O)c1c(-c2ccc(C)cc2)csc1NC(=O)C1CCCO1 (stereo not drawn) | / | i | 2 | / | 42 | 10 | / | 0 | 1 | 6
CC(C)OCCCNC(=O)CCN1C(=O)COc2ccccc21 | -3 | i | -1 | -2 | -1 | 0 | -2 | -5 | -1 | 7
CC(C)[C@H](NC(=O)NC1CCCc2ccccc21)C(=O)O (stereo partly drawn) | -6 | i | 1 | 3 | 4 | 2 | -3 | -6 | -5 | 32
O=C(CCSc1ccc(Cl)c(Cl)c1)NC12CC3CC(CC(C3)C1)C2 | -2 | i | -24 | -9 | 28 | 10 | -2 | -1 | 2 | 40
NC(=O)COc1ccc(/C=N/NS(=O)(=O)c2ccccc2)cc1 | -3 | i | 1 | 5 | 13 | -8 | -2 | -5 | 0 | 10
O=C(O)c1cccc(NS(=O)(=O)c2cc(S(=O)(=O)c3ccc(Cl)cc3)ccc2Cl)c1 | -4 | i | 0 | -1 | 13 | 1 | 1 | -4 | 2 | 13
CC(C(=O)Nc1ccc(C#N)cc1)N(C)CC(=O)Nc1ccccc1Br (stereo not drawn) | 1 | i | -3 | / | -12 | -10 | 3 | 23 | 4 | 15
Cc1ccc(C2=NOC(=O)/C2=C\c2ccccc2)cc1 | -6 | i | 7 | -9 | 16 | 12 | -1 | -3 | / | 22
CCOc1ccccc1CNc1ccc(O)cc1 | / | i | -2 | -1 | 14 | 17 | / | 13 | 2 | 24
COC(=O)c1ccc(NC(=S)NCCc2ccccc2)cc1 | 0 | i | -6 | 5 | -12 | -18 | 7 | -2 | 5 | 8
COc1ccccc1-n1cnnc1SCC(=O)Nc1ncc(Cl)cc1Cl | -3 | i | 0 | -5 | 12 | 5 | 3 | -2 | 4 | 3
CCOC(=O)c1c(N)nn(C(C)=O)c1-c1ccccc1 | 0 | i | -4 | -1 | -28 | -12 | -2 | -8 | 2 | 16
CCOc1ccccc1-c1nc(-c2ccc(C)nc2OC)no1 | -4 | i | -4 | -2 | 62* | 23 | -3 | 2 | -3 | 10
COc1ccccc1OCC(O)Cn1nc(C)cc1C (stereo not drawn) | 0 | i | -1 | 4 | 1 | -6 | ? | -3 | -2 | 17
CCOc1ncccc1C(=O)NNC(=O)c1ccc(NS(=O)(=O)c2cccs2)cc1 | -1 | i | -2 | 28 | -1 | -2 | 0 | -5 | / | 25
O=C(NNC(=O)c1ccc[nH]1)c1cc(Cl)cc(Cl)c1 | 0 | i | -2 | -2 | -2 | -9 | -6 | -22 | -3 | -2
Cc1ccc2c(c1)c1c(n2CC(O)CNC2CCCC2)CCCC1 (stereo not drawn) | 1 | i | -2 | 3 | 18 | -1 | 4 | -4 | 1 | 35
COc1cc(/C=C/c2[nH]c(=O)[nH]c(=O)c2[N+](=O)[O-])cc([N+](=O)[O-])c1O | 15 | i | -2 | 3 | -14 | -5 | 7 | ? | 1 | 18
O=C(COc1ccc(/C=N/NC(=O)c2cc3ccccc3o2)cc1Cl)Nc1ccccc1 | -1 | i | -20 | 4 | 23 | 13 | -2 | 5 | -2 | 23
COc1ccc(CNC(=O)CN(C(=O)c2csnn2)c2cccc3c2CCCC3)cc1 | -5 | i | 2 | -7 | -8 | -5 | 3 | -4 | 3 | -9
CC1(C(=O)Oc2ccccc2)Cc2ccccc2C(=O)O1 (stereo not drawn) | -2 | i | 1 | 3 | 2 | -6 | -3 | -3 | 1 | 9
CCOc1cc(C(=O)OCC(=O)c2c(N)n(C)c(=O)n(C)c2=O)cc(OCC)c1OCC | / | i | -3 | -9 | -17 | -4 | / | 4 | -3 | 21
C1CCCC(N2CCNCC2)CC1 | 2 | i | 0 | 0 | -9 | -8 | 0 | 5 | 0 | 25
CCC(C)Oc1nc2ccccc2nc1NS(=O)(=O)c1ccccc1 (stereo not drawn) | -3 | i | 2 | 1 | 13 | 2 | 0 | -4 | 6 | 26
Cc1nc(-c2ccccn2)sc1C(=O)Nc1ccc(F)cc1F | -2 | i | -3 | -7 | 70* | 40 | 0 | 0 | 1 | -3
Cc1c(S(=O)(=O)NC2CCCCCC2)c(=O)n(C)c(=O)n1C | -1 | i | 2 | 5 | -7 | -5 | 5 | 13 | / | 17

Pulled one by one from the list above (2):
Molecule | GSK3 alpha inh | PolyA inhibitor | GSK3beta inhib | Dyrk1A ADPGlo | HSF1 activator | HSF1 inh | HDAC3 inhib | Platelet DG rel | HSP90 refold inh | AI-2 QS mod
C1CCCC(N2CCNCC2)CC1 | 2 | i | 0 | 0 | -9 | -8 | 0 | 5 | 0 | 25
CCOc1ccccc1CNc1ccc(O)cc1 | / | i | -2 | -1 | 14 | 17 | / | 13 | 2 | 24
